# Assay outcomes: PubChem, National Center for Advancing Translational Sciences (NCATS)
# AmpC inh det – blocks E. coli AmpC beta-lactamase in presence of detergent; P00811; purified AmpC, nitrocefin hydrolysis with detergent; Potency, µM (doses to about 28.7 µM), inactives show at the highest dose activity change, negative = inhibition; 0.09% of 71,000 active; active means well fitted curve in the direction sought with a large enough effect
# Target sequence (P00811 whole entry, looked up): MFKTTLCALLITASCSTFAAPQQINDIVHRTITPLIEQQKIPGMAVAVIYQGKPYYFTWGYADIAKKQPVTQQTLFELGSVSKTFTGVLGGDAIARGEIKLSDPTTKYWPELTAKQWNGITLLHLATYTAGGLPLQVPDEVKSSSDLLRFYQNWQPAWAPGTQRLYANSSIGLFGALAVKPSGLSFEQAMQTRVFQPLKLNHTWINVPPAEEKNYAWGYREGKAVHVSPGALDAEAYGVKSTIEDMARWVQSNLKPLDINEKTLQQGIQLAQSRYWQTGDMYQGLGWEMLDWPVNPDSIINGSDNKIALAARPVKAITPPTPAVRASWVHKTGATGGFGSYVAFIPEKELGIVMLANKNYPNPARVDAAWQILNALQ
#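 E. coli AmpC (5.3 nM) in 20 mM phosphate pH 7.0 with 0.01% Triton X-100, preincubated 15 min RT with compound; nitrocefin (2 uL of 800 uM stock) hydrolysis followed by 480 nm absorbance every 20 s over 4 min.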
# Active calls of the source: *; & = joins results of further samples; [ ] = remark or other dose. On the % scale 0 is the no-effect control and ±100 the full control effect; potency means the concentration at half of the fitted maximal effect.
no.	Compound	AmpC inh det
1	CC(=O)N=C1SC2CS(=O)(=O)CC2N1c1c(Cl)cccc1Cl (stereo unspecified)	-2%
2	CN(C)Cc1nsc(N(C)C)n1	-7%[5.75 µM]
3	CCOC(=O)c1cncn1[C@H](C)c1ccccc1	-1%
4	CCOC(=O)N1CCN(C(=O)C2CCC(CNS(=O)(=O)c3ccccc3)CC2)CC1 (stereo unspecified)	-3%
5	O=C(Nc1nncs1)c1cccc(S(=O)(=O)N2CCCC2)c1	3%
6	Cc1cc(C)c(S(=O)(=O)N(CC(=O)N2CCOCC2)C2CCCCC2)c(C)c1	-9%
7	N[C@@H](Cn1cc(F)c(=O)[nH]c1=O)C(=O)O	0%
8	COc1cc(S(=O)(=O)N2CCCCCC2)ccc1Cl	0%
9	CC(=O)C1=C(c2ccccc2)NC(=O)NC1c1ccccc1OCC#N (stereo unspecified)	0%
10	COC(=O)CSc1nnc(Cc2cc(=O)[nH]c(=O)[nH]2)n1-c1cccc(OC)c1	1%
11	O=C(Nc1ccc2c(c1)OCCO2)c1cccc(S(=O)(=O)N2CCOCC2)c1	5%
12	O=C(CCN1C(=O)C2C3C=CC(C3)C2C1=O)N1CCN(c2cccc(Cl)c2)CC1 (stereo unspecified)	8%
13	CCOc1ccccc1OC(=O)c1ccco1	-3%
14	CCOC(=O)Cn1c(=O)c2c(nc3n2CCN3Cc2ccccc2)n(C)c1=O	16%
15	O=C1CCCC2=C1C1(CCCC1)N=C(Nc1nc3ccccc3s1)N2	-5%
16	O=C(c1ccc(N2CCOCC2)nc1)N1CCOCC1	3%

# Grouped by structure, those above containing sulfur.
no.	Compound	AmpC inh det
1	CC(=O)N=C1SC2CS(=O)(=O)CC2N1c1c(Cl)cccc1Cl (stereo unspecified)	-2%
2	CN(C)Cc1nsc(N(C)C)n1	-7%[5.75 µM]
4	CCOC(=O)N1CCN(C(=O)C2CCC(CNS(=O)(=O)c3ccccc3)CC2)CC1 (stereo unspecified)	-3%
5	O=C(Nc1nncs1)c1cccc(S(=O)(=O)N2CCCC2)c1	3%
6	Cc1cc(C)c(S(=O)(=O)N(CC(=O)N2CCOCC2)C2CCCCC2)c(C)c1	-9%
8	COc1cc(S(=O)(=O)N2CCCCCC2)ccc1Cl	0%
10	COC(=O)CSc1nnc(Cc2cc(=O)[nH]c(=O)[nH]2)n1-c1cccc(OC)c1	1%
11	O=C(Nc1ccc2c(c1)OCCO2)c1cccc(S(=O)(=O)N2CCOCC2)c1	5%
15	O=C1CCCC2=C1C1(CCCC1)N=C(Nc1nc3ccccc3s1)N2	-5%

# New compounds follow
no.	Compound	AmpC inh det
17	O=C(c1ccc(Cl)s1)N1CCc2ccccc21	-2%
18	COc1ccc(-c2noc(-c3ccccc3C(=O)NCc3ccco3)n2)cc1OC	-2%
19	CCN(CCNC(=O)C1CCN(Cc2nc(-c3cccc(Cl)c3)oc2C)CC1)c1ccccc1	5%
20	Clc1ccc(-c2nc(NCCN3CCOCC3)c3ccccc3n2)cc1	7%
21	CC1CCN(C(=O)CSc2nnc(Cc3cccn3C)n2-c2ccc(F)cc2)CC1	10%
22	COCCN1C(=O)c2oc3c(C)cc(C)cc3c(=O)c2C1c1cccc(O)c1 (stereo unspecified)	-5%
23	CCN(C(=O)CN1CCN(c2ccccc2OC)CC1)c1c(N)n(Cc2ccccc2)c(=O)[nH]c1=O	-1%
24	O=C(c1ccccc1)C1C(=O)c2ccccc2C1=O	-5%
25	COc1cc(C2C(C(=O)c3ccc(C)o3)=C(O)C(=O)N2CCc2ccccc2)ccc1O (stereo unspecified)	-3%
26	CN1CCc2ccccc2Cc2[nH]c3ccccc3c2CC1	13%&-2%
27	COc1cccc(N2CCN(C(=O)c3[nH]c(C)c(C(C)=O)c3C)CC2)c1	0%
28	Cc1noc(C)c1-c1ccc2ncnc(NCc3cccnc3)c2c1	8%
29	O=C(COC(=O)c1cccs1)NC1CCCCC1	-1%
30	COc1ccc(CCN=CC2=C(O)CCCC2=O)cc1OC	12%
31	Cc1noc(C)c1COC(=O)c1ccc2c(c1)S(=O)(=O)c1ccccc1C2=O	-2%
32	O=C(c1ccccc1)N1CC(COc2ccccc2)OC(c2ccco2)O1 (stereo unspecified)	-4%
33	COc1ccc(NC(=O)C2=C(C)Nc3ncnn3C2c2ccccc2C(F)(F)F)c(OC)c1 (stereo unspecified)	-1%
34	COC(=O)C1(C)NC(c2cccs2)C2C(=O)N(c3ccc(F)cc3)C(=O)C21 (stereo unspecified)	19%
35	CC(C)(C)NC(=O)C(c1ccco1)N(Cc1ccc2c(c1)OCO2)C(=O)Cn1nnc2ccccc21 (stereo unspecified)	1%
36	Cc1cccc(OCc2nnc(SCC(=O)N3CCN(C(=O)c4ccco4)CC3)n2C)c1C	-2%
37	Cc1nnc(SCCN2CCOCC2)n1-c1cccc(Cl)c1	8%
38	O=C(O)CSc1nc2ccc(Cl)cc2[nH]1	-3%
39	O=C(COC(=O)c1ccco1)NCc1cccs1	-1%
40	COc1ccccc1C(=O)Nc1ccc(N2CCN(S(C)(=O)=O)CC2)cc1	2%
41	CC1CCCN(CCCNC(=O)CCn2nc(-c3ccccc3)ccc2=O)C1 (stereo unspecified)	0%
42	CCn1cc(C(=O)O)c(=O)c2cc(F)c(N3CCN(C(=O)Nc4ccccc4)CC3)cc21	-9%
43	CCC1c2ccc(C)n2CCN1C(=O)Nc1ccccc1OC (stereo unspecified)	15%
44	Fc1ccccc1-c1nc(-c2ccccc2)no1	-7%
45	CC(=O)Cc1nsc(Nc2ccc3c(c2)OCCO3)n1	-1%
46	Nc1nc(-c2cccnc2)nn1C(=O)Cc1ccccc1	-2%
47	CCS(=O)(=O)N1CCC(C(=O)NCc2ccccc2OC)CC1	3%
48	COc1cc(NC(=O)c2cccs2)c(C(=O)OCC(=O)NCc2ccco2)cc1OC	15%
49	O=C(O)/C=C\CO	-2%
50	Nc1nc2ccc([N+](=O)[O-])cc2s1	6%
51	O=C(NCCN1CCOCC1)c1ccc(CS(=O)(=O)c2ccc(Cl)cc2)o1	-4%
52	COc1ccc(CC2C(=O)N(C)C(=O)N(C)C2=O)c(OC)c1	-4%
53	COc1cc2c(cc1NC(=O)Cn1cnc3c1c(=O)n(C)c(=O)n3C)oc1ccccc12	-3%
54	c1ccc(-c2cc(N3CCCCC3)ncn2)cc1	-1%
55	NCCC[C@@H](CC(=O)N[C@@H]1CCCC[C@H]1C(=O)N[C@H](CC(=O)N[C@@H](CCC(=O)O)CC(=O)O)Cc1ccccc1)NC(=O)C[C@H](Cc1ccccc1)NC(=O)[C@@H]1CCCC[C@H]1N	12%
56	Cc1ccc(NC(=O)CN(C)S(=O)(=O)c2cccc3nsnc23)cc1Cl	5%
57	CN1CCN(c2cc3c(c4c2[nH]c2ccccc24)C(=O)CC(C)(C)C3)CC1	12%
58	CC(C)OC(=O)c1c(N)n(CC2CCCO2)c2nc3ccccc3nc12 (stereo unspecified)	-1%
59	Cc1ccsc1C(=O)Nc1ccc(C(=O)O)cc1	10%
60	Cn1c(=O)cc(OCC(=O)N2CCN(Cc3ccc4c(c3)OCO4)CC2)c2ccccc21	-2%
61	CCn1c(C(=O)OC)cc2c1ccn2-c1ccc(F)cc1	12%
62	Cc1cc2c(=O)n(CC(=O)NCC(=O)N3CCN(Cc4ccccc4)CC3)cnc2s1	-2%
63	CCc1ccc(NC(=O)CN(c2ccc3c(c2)OCO3)S(=O)(=O)c2c(C)noc2C)cc1	4%
64	COc1ccc(-c2cc(C(F)(F)F)nc(SCC(=O)N3CC(C)OC(C)C3)n2)cc1OC (stereo unspecified)	5%

# Structural class: the compounds so far with a CF3 group.
no.	Compound	AmpC inh det
33	COc1ccc(NC(=O)C2=C(C)Nc3ncnn3C2c2ccccc2C(F)(F)F)c(OC)c1 (stereo unspecified)	-1%
64	COc1ccc(-c2cc(C(F)(F)F)nc(SCC(=O)N3CC(C)OC(C)C3)n2)cc1OC (stereo unspecified)	5%

# (next part)
no.	Compound	AmpC inh det
65	CCOC(=O)C1=C(C)NC(=O)C1(NC(=O)c1cccnc1)C(F)(F)F (stereo unspecified)	9%
66	CCOc1ccc(-n2nc(C(=O)N3CCOCC3)c3ccccc3c2=O)cc1	-4%
67	C(#CCN1CCOCC1)COC/C=C/c1ccccc1	-1%
68	CCOC(=O)C1CCN(C(=O)Nc2ccc(OC)c(OC)c2)CC1	-6%
69	Cc1ccc(C(c2nnnn2C(C)(C)C)N2CCc3ccccc3C2)cc1 (stereo unspecified)	10%
70	CCc1cc2c(SCC(=O)c3cccs3)ncnc2s1	-2%
71	CC(C)Cn1cc(C(=O)NCC2CCCO2)c2c3ccccc3n(C)c2c1=O (stereo unspecified)	7%
72	CS(=O)(=O)N1CCC[C@@]2(CCN(C(c3ccccc3)c3ccccc3)C2)C1	-3%
73	COCCn1c(=O)c(-c2cccs2)nc2cnc(N(C)C)nc21	0%
74	Cn1c(N)c(C(=O)COC(=O)CCC(=O)c2cccs2)c(=O)n(C)c1=O	1%
75	O=C(CN1CCC(c2nc3ccccc3[nH]2)CC1)NCc1ccc2c(c1)OCO2	14%
76	COc1ccc(CCN2C(=O)C(O)=C(C(=O)c3ccco3)C2c2cccs2)cc1OC (stereo unspecified)	-3%
77	CCCN(Cc1ccccc1)S(=O)(=O)c1ccc(N2C(=O)CCC2=O)cc1	-2%
78	O=C(NCc1ccccn1)c1ccc(/C=N/O)nc1	15%
79	CCOc1ccccc1Oc1c(C)oc2c(CN3CCN(CCO)CC3)c(O)ccc2c1=O	-4%
80	CO[C@@H](C)[C@](O)(C(=O)OCC1=CCN2CC[C@@H](O)[C@H]12)C(C)C	-3%[12.8 µM]
81	O=C(COC(=O)c1ccccc1Oc1ccccc1)NCc1ccco1	17%
82	C=C(C)C1CC=C(C)C(OC(C)=O)C1 (stereo unspecified)	10%
83	COCc1nc2ccccc2n1Cc1ccccc1	10%
84	Cc1cc(C(=O)Nc2sc3c(c2C#N)CCCCC3)cs1	-21%
85	COc1ccc(C2N(c3cccc(Cl)c3)C(=O)C3CCCN32)cc1 (stereo unspecified)	5%
86	CC1(C)CC(n2[nH]c(=O)c3c2NC(=O)CSC3c2ccc(F)cc2)CCO1 (stereo unspecified)	0%
87	CCOC(=O)C(CCSC)NC(=O)CN (stereo unspecified)	-1%
88	CC1CCN(C(=O)C2CCCN(S(C)(=O)=O)C2)CC1 (stereo unspecified)	3%
89	CCN1CCCCC(=N/O)/C(=N/O)CCCC1	-4%[5.75 µM]
90	CCCCCCCC/C=C\CCCCCCCC(=O)NCc1ccc(O)c(OC)c1	-6%
91	Cc1cc(C)nc(-n2nc(C)cc2NC(=O)c2ccc(Br)o2)n1	-2%
92	Cc1cc(-c2csc(N)n2)c(C)n1CCc1ccccc1	-1%
93	COc1ccc(C2CC(c3ccc(Cl)cc3Cl)n3nc(N)nc3N2)cc1 (stereo unspecified)	14%
94	CCCC(=O)Nc1ccc2c(c1)nc1n2CCSC1	14%
95	COc1cccc(Cn2nnc(C(=O)NCc3ccc(F)cc3)c2N)c1	13%
96	Cc1ccc(C)c(NS(=O)(=O)c2ccc(OCC(=O)N3CCOCC3)cc2)c1	-4%
97	Cc1ccc(S(=O)(=O)N2CCN(C(=O)c3c(C)nn(-c4ccccc4)c3Cl)CC2)cc1	3%
98	C=CCn1c(Cc2ccc(OCC)cc2)nnc1SCC(N)=O	-4%
99	CCCc1nc2ccccc2c2nc(N)nn12	1%
100	COc1cc(Nc2cc(C)nc3nc(C)nn23)cc(OC)c1OC	5%
101	O=C(O)C1CCC(CNc2c(NC3CCCCC3)c(=O)c2=O)CC1 (stereo unspecified)	10%
102	CC(C)(C)c1ccc(S(=O)(=O)N2CCCCC2C(=O)NCc2ccccn2)cc1 (stereo unspecified)	7%
103	Cc1ccc2c(c1)NC(=O)C(CC(=O)NCCN(C)C)O2 (stereo unspecified)	12%
104	Nc1cc(C(F)(F)F)ccc1C(=O)O	7%
105	Cn1c(SCC(=O)c2ccc3c(c2)OCO3)nnc1-c1ccccn1	-4%
106	CC(C)n1nnnc1SCC(=O)Nc1ccccc1N1CCOCC1	0%
107	CCCCN1CCC(CCC(=O)c2cc(Cl)c(N)cc2OC)CC1	-2%
108	CCC1(c2ccc(F)cc2)NC(=O)N(CC(=O)N2CCOCC2)C1=O (stereo unspecified)	0%
109	O=C(COC(=O)Cc1cccs1)Nc1ccccc1	1%
110	N=C(N)N1CCc2ccccc2C1	2%[12.8 µM]
111	CN(CCCn1c(=S)[nH]c2ncccc2c1=O)Cc1ccccc1	1%
112	CS(=O)(=O)N1CCN(C(=O)c2ccccc2)C1	-5%
113	COc1ccc(CCNc2oc(-c3ccccc3OC)nc2C#N)cc1	-3%
114	c1ccc2cc3[nH]c(CN4CCCCC4)nc3cc2c1	11%
115	O=C(c1ccc(COc2ccccc2Cl)o1)N1CCN(c2ccccc2)CC1	8%
116	Cn1c(SC2=CS(=O)(=O)c3ccccc32)nc2ccccc21	-2%
117	O=C(CCN1CCOCC1)Nc1c(-c2ccccc2)c2cc(Br)ccc2[nH]c1=O	7%
118	CCc1nnc(NC(=O)CSc2nc(-c3ccc(OC)cc3)ns2)s1	-2%
119	CCN(C1CCCCC1)S(=O)(=O)c1ccc(S(=O)(=O)NCc2ccncc2)cc1	-4%
120	COc1ccc(C2C(C(=O)Nc3cc(C)on3)c3ccccc3C(=O)N2C)cc1 (stereo unspecified)	-2%

# The list continues.
no.	Compound	AmpC inh det
121	CCOC(=O)c1sc2cccc(F)c2c1N	-8%
122	COc1cc(-c2nnc(-c3ccc(N4CCOCC4)cc3)o2)cc(OC)c1OC	8%
123	OCCN1CCN(CC#CCn2c3ccccc3c3ccccc32)CC1	0%
124	O=C1C(=O)N(CCCn2ccnc2)C(c2cccnc2)/C1=C(/O)c1ccc(Br)cc1 (stereo unspecified)	9%
125	O=C(Nc1nccs1)C1CCCN(S(=O)(=O)c2cccc3cccnc23)C1 (stereo unspecified)	11%
126	CS(=O)(=O)Nc1cccc(-c2ccc3ncnc(Nc4ccccc4)c3c2)c1	0%
127	CCOc1ccccc1C(=O)N(Cc1ccco1)C1CCS(=O)(=O)C1 (stereo unspecified)	-4%
128	COCCN(CCOC)S(=O)(=O)c1ccc(C(=O)NC2CCN(Cc3ccccc3)CC2)cc1	-1%

# An excerpt; count on the stated rates, not on these rows.
